# Compound activity: PubChem, National Center for Advancing Translational Sciences (NCATS)
# TSHR antagonist – blocks TSH signaling through the human TSH receptor | P16473 | TSHR-expressing cells, TSH-stimulated cAMP HTRF, 2 h; stronger effect = lower value | activity change, negative = inhibition, % at 11.5 µM | 330,000 tested, 0.2% active | AID 504810;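 active = activity change below a set negative limit, meaning inhibition stronger than a set level, cut at about -70% in these data; inconclusive = activity change between two set negative limits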; also: % is scaled to controls: 0 for no effect and ±100 for the full control effect
#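 Competitive HTRF cAMP read-out (cryptate anti-cAMP antibody, cAMP-d2; 30 min, room temperature) in freshly harvested TSHR cells. Compounds added before TSH at EC80 (4nM final), followed by 2 hours' incubation at 37 deg C.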
# hERG WT inh – KCNH2 (human, wildtype) channel inhibition. activity change, % at 1.84 µM. Q12809. AID 720551. U2OS, BacMam KCNH2, thallium flux FluxOr; stronger effect = lower value. 340,000 tested, 0.37% active;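 active = maximum activity change below -70%; inconclusive = maximum activity change between -70% and -50%; inactive = maximum activity change above -50%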; also: % is scaled to controls: 0 for no effect and ±100 for the full control effect
#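 U2OS cells transduced with wild-type KCNH2 virus are loaded with FluxOr dye for 45 min, and thallium flux is measured in kinetic reads before and after stimulation buffer. Rate constants are normalized to DMSO controls.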
# GALK inhibitor – blocks human galactokinase activity; AID 1868; Purified GALK, Kinase-Glo residual ATP luminescence; P51570; 270,000 tested, 0.007% active; Potency, µM (doses to about 57.5 µM), for inactives: at the highest dose activity change, negative = inhibition, most hits filed as inhibitors; also: potency is read from the fitted curve at half-maximal effect; % is scaled to controls: 0 for no effect and ±100 for the full control effect
# Target sequence (P51570 whole entry, looked up): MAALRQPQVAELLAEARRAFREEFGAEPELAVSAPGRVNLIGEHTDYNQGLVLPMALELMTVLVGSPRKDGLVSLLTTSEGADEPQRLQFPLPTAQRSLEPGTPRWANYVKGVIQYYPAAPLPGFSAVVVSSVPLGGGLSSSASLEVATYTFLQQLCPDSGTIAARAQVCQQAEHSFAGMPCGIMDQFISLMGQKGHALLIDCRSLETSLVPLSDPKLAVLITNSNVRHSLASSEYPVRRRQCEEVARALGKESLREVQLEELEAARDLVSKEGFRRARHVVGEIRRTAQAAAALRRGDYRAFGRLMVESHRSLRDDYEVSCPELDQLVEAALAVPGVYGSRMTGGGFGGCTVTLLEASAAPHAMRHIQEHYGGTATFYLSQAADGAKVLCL
#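 Kinase-Glo Plus luminescence measured ATP left after a 1 h room-temperature reaction. The reaction used 5 nM GALK, 100 uM galactose and 35 uM ATP at pH 8.0 (20 mM HEPES, 5 mM MgCl2, 60 mM NaCl, 1 mM DTT, 0.01% BSA).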
# USP2a block – blocks human ubiquitin-specific protease USP2a; USP2 core, Ub-CHOP2 coupled fluorogenic reporter, 485/531; Potency, µM (doses to about 38.3 µM), inactives show at the highest dose activity change, negative = inhibition, actives largely listed as inhibitors; 330,000 tested, 0.01% active; AID 463254;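 also: potency is read from the fitted curve at half-maximal effect; plate controls were DMSO wells for no effect and full inhibition by NEM control for full effect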
#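 USP2 core (10nM final) preincubated 30min RT with compound in 20mM Tris-HCl pH 8.0, 2mM CaCl2, 2mM beta-mercaptoethanol, 0.05% CHAPS; 25nM Ub-CHOP2 plus 25nM reporter substrate added, fluorescence (Ex485/Em531) read after 60min.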
# PKM2 act – increases activity of human pyruvate kinase M2; AID 1631; P14618; Potency, µM (titrated, usually from 57.5 µM), for the others: top-dose activation, hits mostly activators; purified PKM2, Kinase-Glo ATP luminescence, activation; response scale: 0% is enzyme alone, no compound; 260,000 tested, 0.34% active; also: potency is read from the fitted curve at half-maximal effect; % is scaled to controls: 0 for no effect and ±100 for the full control effect; nearly all actives have a fitted effect of over 55% in size
# Target sequence (P14618 whole entry, looked up): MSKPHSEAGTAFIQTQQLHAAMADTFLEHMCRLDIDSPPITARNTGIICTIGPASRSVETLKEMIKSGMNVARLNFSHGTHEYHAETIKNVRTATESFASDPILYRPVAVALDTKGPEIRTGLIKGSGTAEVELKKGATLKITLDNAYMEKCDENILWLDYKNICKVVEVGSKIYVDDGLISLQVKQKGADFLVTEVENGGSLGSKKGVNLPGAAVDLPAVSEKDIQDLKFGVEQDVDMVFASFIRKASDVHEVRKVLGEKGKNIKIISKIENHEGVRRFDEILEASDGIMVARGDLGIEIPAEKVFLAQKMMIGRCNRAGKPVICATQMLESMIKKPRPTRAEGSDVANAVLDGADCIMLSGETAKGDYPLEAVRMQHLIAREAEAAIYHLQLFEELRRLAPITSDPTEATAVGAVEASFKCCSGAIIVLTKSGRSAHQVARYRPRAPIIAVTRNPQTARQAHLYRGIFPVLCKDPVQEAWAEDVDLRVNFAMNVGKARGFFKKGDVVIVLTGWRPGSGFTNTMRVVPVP
#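 Kinase-Glo luminescence reports ATP generated from ADP (0.1 mM) and PEP (0.5 mM) by purified hPK-M2 after 1 h at room temperature, pH 7.2 imidazole buffer; intermediate enzyme activity allows detecting inhibitors and activators.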
# MBNL1-CUG inh – MBNL1-poly(CUG) RNA binding inhibition; Q9NR56; TR-FRET MBNL1-His/biotin-(CUG)12 binding, 665/545 ratio; Potency, µM (highest dose often 57.5 µM), inactives show at the highest dose activity change, negative = inhibition, hits mostly inhibitors; 280,000 tested, 0.036% active; active = well fitted inhibition curve with a large enough effect in the signal ratio, with a control signal flat, not every such curve was filed as active; inconclusive = small, poorly fitted or top-dose-only effect, or effect the other way, or a change in a side signal; inactive = no such curve, though single readings can be large or run the other way; the % refers to the signal ratio; also: potency is read from the fitted curve at half-maximal effect; % is scaled to controls: 0 for no effect and ±100 for the full control effect
#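 Compounds (final 92 nM to 58 uM) are added to His-tagged MBNL1 and biotin-(CUG)12, then terbium anti-His antibody and streptavidin-XL665 (5 nM final). After 60 min at room temperature, the 665/545 nm ratio is read.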
# Mito fusion act – blocks mitochondrial division or promotes mitochondrial fusion. S. cerevisiae fusion-defective mutant growth rescue, CellTiterGlo 48 h. Potency, µM (series often up to 46.1 µM), for inactives: at the highest dose growth rescue (activation), most hits filed as activators. 320,000 tested, 0.23% active;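 also: potency is read from the fitted curve at half-maximal effect; % of control where 0% means no effect; nearly all actives have a fitted effect of over 45% in size; temperature-sensitive fusion mutants such as fzo1-1 at 37 °C on non-fermentable ethanol glycerol medium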
#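 Temperature-sensitive fusion-defective S. cerevisiae (e.g. fzo1-1, mgm1-5) were grown with compound in YPEG medium (3% ethanol, 3% glycerol) for 48 hours at 37C. Growth rescue was measured as viability by CellTiterGlo luminescence after 10 minutes at ambient.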
# S-ASM inh – inhibitors of human secretory acid sphingomyelinase; Potency, µM (doses to about 57.5 µM), without a hit: at the top dose activity change, negative = inhibition, actives largely listed as inhibitors; P17405; placental ASM, HMU-PC fluorogenic substrate, 60 min; 340,000 tested, 0.006% active; also: potency is read from the fitted curve at half-maximal effect
#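 Steps: dispense placental human ASM, pin compound, wait 10 min at room temperature, add HMU-PC0 substrate at 9 uM final, incubate 60 min at 37 °C, add stop solution raising pH to 10, read fluorescence.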
# Eya2 inh – Eya2 (human) phosphatase inhibition. AID 488837. 330,000 tested, 0.006% active. recombinant Eya2, OMFP fluorescence dephosphorylation (OMFP is methylfluorescein phosphate). Potency, µM (series often up to 76.9 µM), inactives show top-dose activity, negative = inhibition, usual class: inhibitors; also: potency is read from the fitted curve at half-maximal effect; % is scaled to controls: 0 for no effect and ±100 for the full control effect
#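 Eya2 protein (added as 0.2 uM solution) was preincubated with compound for 10 min at ambient temperature in 50 mM HEPES pH 7.5, 50 mM NaCl, 5 uM MgCl2, 0.05% BSA, 1 mM DTT. OMFP (added at 50 uM) then reacted 10 min; fluorescence read at 485/525 nm.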
# Menin MLL FP TR – inhibitors of human menin-MLL interaction, mutant MLL peptide | Potency, µM (series often up to 61.6 µM), for the others: at the top dose FP activity change, negative = inhibition, most hits filed as inhibitors | AID 1768 | Menin + Texas Red MLL mutant peptide, fluorescence polarization | O00255 | 270,000 tested, 0.23% active; active = well fitted inhibition curve with a large enough effect in the polarisation, with a control signal flat, not every such curve was filed as active; inconclusive = small, poorly fitted or top-dose-only effect, or effect the other way, or a change in a side signal; inactive = no such curve, though single readings can be large or run the other way; the % refers to the polarisation; also: potency is read from the fitted curve at half-maximal effect; % of control where 0% means no effect; many of its hits are not listed in these tables
# BCR signal inh – blocks chronic active B-cell receptor signaling; ABC-DLBCL IkBa-CBG/CBR reporter, luminescence ratio, 4 h; Potency, µM (series often up to 46.1 µM), for the others: at the top dose ratio change, negative = lower green/red ratio, usual class: inhibitors; 340,000 tested, 0.05% active; active = well fitted inhibition curve with a large enough effect in the signal ratio, with a control signal flat, not every such curve was filed as active; inconclusive = small, poorly fitted or top-dose-only effect, or effect the other way, or a change in a side signal; the % refers to the signal ratio;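 also: potency is read from the fitted curve at half-maximal effect; plate controls were basal doxycycline-induced cells for no effect and cells given 10 µM MG132 for full effect; MG132 reads +100%, hits lower the ratio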
#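 Doxycycline induced both beetle luciferases in TMD8 lymphoma cells; IKK-driven degradation limits the IkappaBalpha-fused green signal, while red luminescence normalises for cell number and nonspecific effects. Compounds tested up to 46 uM, 4 hrs.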
# Active calls of the source: *; ? = inconclusive; . = no result given; [ ] = another dose, or the depositor's remark. Unless noted, calls follow the shape of the dose curve; as a rule, active = well fitted curve in the direction sought with a large enough effect; inconclusive = small, poorly fitted or top-dose-only effect, or another doubt; inactive = no such curve, though single readings can be large; an effect the other way counts as inactive or inconclusive. Some of the compounds tested; count on the stated rates, not on these rows.
Compound	TSHR antagonist	hERG WT inh	GALK inhibitor	USP2a block	PKM2 act	MBNL1-CUG inh	Mito fusion act	S-ASM inh	Eya2 inh	Menin MLL FP TR	BCR signal inh
Cc1ccccc1NC(=O)c1nn(-c2ccc(F)c(F)c2)ccc1=O	-3	-3	11%	-1%	9%	-5%	10%	-2%	-5%	5%	0%
O=C1NC[C@H](Cc2ccccc2)N(CC2CCCCC2)C1=O	-2	3	6%	0%	1%	-2%	-1%	5%	-15%	.	?
O=S(=O)(CCn1cccc1)CCn1cccc1	-8	2	-3%	3%	8%	5%	0%	-2%	8%	-5%	1%
Cn1c(CN2CCN(CC#N)CC2)c(C#N)c2ccccc21	2	-18	3%	-1%	0%	-4%	-4%	3%	4%	-1%	?
CC(NC(=O)c1cccc(S(=O)(=O)N(C)C)c1)C1CC2CCC1C2 (stereo unspecified)	-4	12	-8%	1%	6%	-3%	5%	1%	4%	-14%	0%
Cc1ccc(-n2ccc(=O)c(C(=O)Nc3ccc(S(=O)(=O)Nc4nccs4)cc3)n2)cc1	6	1	5%	0%	8%	?	5%	-2%	-10%	?	1%
C(#Cc1ccc(C#CCN2CCCC2)cc1)CN1CCCC1	12	-2	0%	3%	1%	-5%	3%	2%	7%	2%	4%
FC(F)(F)c1nnc2c(Sc3ccccc3)nc3ccc(Cl)cc3n12	28	-9	-7%	-1%	-1%	12%	6%	8%	15%	.	1%
COC(=O)N/N=C/c1cn(CCOc2ccc(OC)cc2)c2ccccc12	-5	3	-2%	5%	.	11%	2%	?	-4%	?	-2%
Cc1ccc(NC(=O)CCc2nc3ccccc3[nH]2)cc1C	-13	10	-2%	-1%	-1%	3%	2%	0%	10%	.	-3%

# Continued.
Compound	TSHR antagonist	hERG WT inh	GALK inhibitor	USP2a block	PKM2 act	MBNL1-CUG inh	Mito fusion act	S-ASM inh	Eya2 inh	Menin MLL FP TR	BCR signal inh
Cc1cc(N2CCOCC2)n2nc(C(F)(F)F)c(-c3ccccc3)c2n1	-7	-14	0%	2%	.	1%	6%	19%	13%	2%	1%
CSc1ccccc1NC(=O)COC(=O)Cn1cc(C(F)(F)F)ccc1=O	26	-5	.	-2%	.	.	6%	2%	-14%	.	11%
COc1ccc(-n2ccc(=O)c(C(=O)Nc3ccc(S(=O)(=O)Nc4nccs4)cc3)n2)cc1	-10	12	-2%	2%	?	8%	11%	1%	-3%	?	1%
CCC(=O)O/N=C(\N)c1ccc(Oc2cc(C)c(Cl)c(C)c2)c([N+](=O)[O-])c1	-3	4	.	-4%	-3%	7%	?	-3%	-1%	.	0%
CCc1ccc(N2CC(C(=O)OCC(=O)Nc3ccccc3C)CC2=O)cc1 (stereo unspecified)	-7	-3	.	1%	.	.	?	-2%	-1%	.	?
COc1ccc(N2C(=O)/C(=C\c3ccco3)N=C2SCC(=O)NC(C)C)cc1Cl	10	-5	-2%	-1%	13%	30%[activator]	1%	4%	6%	34%[activator]	?
CCCNS(=O)(=O)c1ccc(CCC(=O)N2CCCCC2)cc1	-5	9	1%	0%	0%	1%	0%	-2%	5%	9%	7%
CC(Sc1nn(-c2ccc(F)cc2)c(=S)s1)C(=O)c1c(N)n(C)c(=O)n(C)c1=O (stereo unspecified)	-45	-13	.	-8%	.	.	?	-7%	-6%	.	?
O=C(O)C1CC=CCC1C(=O)NCCCCc1ccccc1 (stereo unspecified)	5	7	3%	4%	-2%	1%	-2%	-2%	-6%	7%	0%
COc1cc(O)c(C(CC(=O)N2CCOCC2)c2cc(OC)c(OC)c(OC)c2)c(OC)c1 (stereo unspecified)	-1	.	1%	9%	1%	-1%	29%	3%	2%	?	-5%

# (listing goes on)
Compound	TSHR antagonist	hERG WT inh	GALK inhibitor	USP2a block	PKM2 act	MBNL1-CUG inh	Mito fusion act	S-ASM inh	Eya2 inh	Menin MLL FP TR	BCR signal inh
O=[N+]([O-])c1ccc(N/N=C/c2sc(N3CCOCC3)nc2-c2ccccc2)c(S(=O)(=O)Nc2ccc(Cl)cc2)c1	-12	-27	-3%	1%	-7%	-2%	-4%	-21%	9%	?	6%
Cc1cccc(C)c1NC(=O)NC1(C(=O)NCCN2CCOCC2)CCCCC1	6	0	-1%	0%	3%	5%	-9%	7%	-5%	1%	2%
COCCn1c(=O)[nH]c2cc(C(=O)NCCN3CCN(c4ccc(OC)cc4)CC3)ccc2c1=O	-3	5	0%	2%	-8%	9%	3%	300%[activator]	-16%	-10%	8%
COCCn1nnnc1C(c1ccc2ncccc2c1)N1CCc2ccccc21 (stereo unspecified)	-12	15	0%	1%	-1%	-1%	-7%	1%	10%	-10%	-2%
CCNC(=S)NNC(=O)c1cc(-c2cccnc2)nc2ccccc12	-4	-2	-1%	0%	-29%	26%	3%	14%	8%	-24%	7%
C=CCn1c(Br)nc2c1c(=O)[nH]c(=O)n2C	2	10	-5%	0%	9%	5%	-8%	-3%	-15%	-10%	7%
Cc1nn(Cc2ccccc2)c(Cl)c1C(=O)OC1CCOC1=O (stereo unspecified)	-8	-4	2%	2%	-4%	-16%	0%	0%	-9%[15.4 µM]	-2%	0%
CSc1nnc(NC(=O)C23CC4CC(CC(C4)C2)C3)s1	-21	9	6%	-1%	.	-1%	14%	-1%	-15%	-6%	8%
CCn1nc(NS(=O)(=O)c2ccc(NC(C)=O)cc2)c2cc3cccc(C)c3nc21	-8	1	-7%	-3%	.	13%	1%	2%	-13%	.	5%
CCc1ccc(/C=N/NC(=O)c2ccc(OC3CCCC3)cc2)s1	-5	-1	0%	1%	7%	3%	7%	-5%	5%	?	-8%

# The list continues.
Compound	TSHR antagonist	hERG WT inh	GALK inhibitor	USP2a block	PKM2 act	MBNL1-CUG inh	Mito fusion act	S-ASM inh	Eya2 inh	Menin MLL FP TR	BCR signal inh
Cc1ccc(CSc2nc3c(c(SCC(=O)O)n2)CCCC3)cc1	-8	-4	-7%	-1%	0%	-15%	6%	7%	-16%	.	?
Cc1cc(C)n(-c2ccc3cccc(NS(C)(=O)=O)c3n2)n1	-9	-10	-3%	-2%	-2%	8%	-3%	1%	-3%	27%	-5%
N#Cc1nc(N2CCCC2)nc(N2CCCC2)n1	-21	11	0%	0%	2%	1%	0%	-5%	-20%	-1%	?
O=C(CSc1nnnn1-c1cccc(C(=O)O)c1)NC(c1ccccc1)c1ccccc1	2	0	8%	-1%	1%	-6%	1%	0%	-1%	19%	0%
CC(NC(=O)c1cc(COc2c(F)cccc2F)on1)c1cnn(-c2ccccc2)c1 (stereo unspecified)	-19	-2	-1%	-2%	-1%	1%	5%	0%	1%	5%	?
COc1ccccc1NC(=O)NNC(=O)c1ccc(-c2ccccc2)cc1	-11	9	-1%	5%	-5%	-2%	-1%	-14%	12%	6%	3%
CCCCCC(=O)Nc1cc(S(=O)(=O)N2CCOCC2)ccc1Oc1ccc(OCC)cc1	0	18	.	-1%	.	.	2%	-1%	-18%	.	-1%

# Single records, from the list above.
# CCn1nc(NS(=O)(=O)c2ccc(NC(C)=O)cc2)c2cc3cccc(C)c3nc21 across the screens: TSHR antagonist: -8; hERG WT inh: 1; GALK inhibitor: -7%; USP2a block: -3%; PKM2 act: .; MBNL1-CUG inh: 13%; Mito fusion act: 1%; S-ASM inh: 2%; Eya2 inh: -13%; Menin MLL FP TR: .; BCR signal inh: 5%
# O=C(O)C1CC=CCC1C(=O)NCCCCc1ccccc1 (stereo unspecified) across the screens: TSHR antagonist: 5; hERG WT inh: 7; GALK inhibitor: 3%; USP2a block: 4%; PKM2 act: -2%; MBNL1-CUG inh: 1%; Mito fusion act: -2%; S-ASM inh: -2%; Eya2 inh: -6%; Menin MLL FP TR: 7%; BCR signal inh: 0%
